# CAL PDZ FP-1 – blocks peptide binding to human CAL PDZ domain | Q9HD26 | purified CAL PDZ, TMR-peptide fluorescence polarization, 1 h | inhibition, % at 20 µM | hit rate 0.02% among 330,000 | AID 504414;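 active = highest replicate inhibition of at least 40%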;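 note: plate controls were DMSO neutral control wells for no effect and unlabeled competitor peptide control wells for full effect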
#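 Test system: tagged CAL PDZ domain / Buffer or medium: sodium phosphate/NaCl buffer pH 7.4 with TCEP, IgG, Thesit / Reagent: TMR-labelled reporter peptide T*-PRC34 bound in PDZ groove / Compound dosing: single point, 20 µM / Schedule: 1 h incubation at room temperature before polarization reading / Technique: fluorescence polarization (mP) / Benchmarks: unlabelled peptide, DMSO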
# LANA DNA inh – inhibitors of KSHV LANA C-terminal domain DNA binding; MBP-C-LANA/FAM-LBS DNA binding, fluorescence polarization; inhibition, % at 9 µM; hit rate 0.078% among 340,000;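 active = highest replicate inhibition at or above 60% at 9 µM, even if other replicates fall short; inactive = all replicates below 60% inhibition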;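 note: 0% = neutral control wells and 100% = 4 µM acridine orange control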
# CAL PDZ FP-2 – blocks peptide binding to the human CAL PDZ domain; hit rate 0.92% among 300,000; AID 602252; purified CAL PDZ, TMR-peptide fluorescence polarization, 1 h; inhibition, % at 24.9 µM;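 active = mean inhibition of at least 30% with at least half of replicates also reaching 30%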;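 note: 0% = DMSO neutral control and 100% = excess unlabeled competitor peptide PRC23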
# DAGLB inhibitor – diacylglycerol lipase beta (human) inhibition; Q8NCG7; inhibition, % at 5.17 µM; HEK293T DAGLB membrane lysate, EnzChek fluorogenic substrate; AID 504411; hit rate 0.059% among 340,000; in the data active = inhibition above about 34%;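 note: 0% = enzyme with vehicle and 100% = wells lacking enzyme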
# Rtt109 HAT inh – blocks Candida albicans Rtt109/Vps75 acetyltransferase activity | Q5AAJ8 | purified Rtt109/Vps75, ThioGlo CoA-SH fluorescence, 4 h | inhibition, % at 34.9 µM | hit rate 0.16% among 330,000;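 active = inhibition of at least 50% in every replicate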
# Target sequence (Q5AAJ8 whole entry, looked up): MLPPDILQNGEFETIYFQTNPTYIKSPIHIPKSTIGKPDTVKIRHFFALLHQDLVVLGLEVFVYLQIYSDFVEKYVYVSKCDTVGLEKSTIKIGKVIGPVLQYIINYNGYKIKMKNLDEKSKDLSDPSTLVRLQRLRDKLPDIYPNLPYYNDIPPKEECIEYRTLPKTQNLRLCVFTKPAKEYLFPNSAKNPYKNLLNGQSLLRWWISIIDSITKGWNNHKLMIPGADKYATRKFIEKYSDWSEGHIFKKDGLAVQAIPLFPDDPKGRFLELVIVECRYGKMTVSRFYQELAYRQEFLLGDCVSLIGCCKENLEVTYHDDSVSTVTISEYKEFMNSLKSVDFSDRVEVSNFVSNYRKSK
# cardiac RTF act – increases calcium sensitivity of human cardiac regulated thin filaments | hit rate 0.24% among 340,000 | activation, % at 7.2 µM | P19429+P45379 | IANBD-labeled TnC RTF fluorescence at EC20 calcium; 0% EC20 calcium, 100% full calcium;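 active = activation above the mean over all tested compounds plus 3 SD, cut at about 30% in these data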;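 note: rise in fluorescence read as greater calcium sensitivity of cardiac thin filaments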
# SR-BI DiI-HDL act – activators of SR-BI mediated HDL lipid uptake; CHO ldlA[mSR-BI] cells, DiI-HDL uptake fluorescence, 3 h; 100 = double the neutral-control signal; activation, % at 12.5 µM; hit rate 0.096% among 320,000; AID 504775;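 active = mean replicate activation of at least 60% and every replicate at or above 60%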;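 note: 0% = median plate neutral-control signal and 100% = twice that signal; values of inactives mirror those of a sister screen read the other way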
#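 Test system: SR-BI-overexpressing, LDLR-lacking CHO cells. Measured by: DiI fluorescence, bottom read. Medium: Ham's F12 with 0.5% BSA, HEPES 25 mM, pH 7.4. Timing: 3 h uptake period with compound, 37 °C.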
# RTF Ca sens inh – cardiac RTF calcium desensitization; IANBD-labeled cardiac RTF, Ca2+ fluorescence; P19429+P45379; AID 493244; hit rate 0.12% among 340,000; inhibition, % at 7.15 µM;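 active = inhibition above the mean inhibition of all tested compounds plus 3 SD, cut at about 17% in these data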;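 note: assay run at fixed EC70 calcium of 1.6 mM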
# Keap1-Nrf2 PPI – Keap1-Nrf2 (human) interaction inhibition; Q14145; hit rate 0.15% among 340,000; inhibition, % at 9.4 µM; Keap1 Kelch-Nrf2 peptide fluorescence polarization, 1536-well; in the data active = inhibition above about 12%;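 note: human Keap1 Kelch domain with fluorescein labeled Nrf2 9mer peptide probe; 0% = neutral control wells and 100% = peptide positive control; higher means more block of Keap1 binding to Nrf2 peptide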
# Target sequence (Q14145 whole entry, looked up, the tested form may be a part): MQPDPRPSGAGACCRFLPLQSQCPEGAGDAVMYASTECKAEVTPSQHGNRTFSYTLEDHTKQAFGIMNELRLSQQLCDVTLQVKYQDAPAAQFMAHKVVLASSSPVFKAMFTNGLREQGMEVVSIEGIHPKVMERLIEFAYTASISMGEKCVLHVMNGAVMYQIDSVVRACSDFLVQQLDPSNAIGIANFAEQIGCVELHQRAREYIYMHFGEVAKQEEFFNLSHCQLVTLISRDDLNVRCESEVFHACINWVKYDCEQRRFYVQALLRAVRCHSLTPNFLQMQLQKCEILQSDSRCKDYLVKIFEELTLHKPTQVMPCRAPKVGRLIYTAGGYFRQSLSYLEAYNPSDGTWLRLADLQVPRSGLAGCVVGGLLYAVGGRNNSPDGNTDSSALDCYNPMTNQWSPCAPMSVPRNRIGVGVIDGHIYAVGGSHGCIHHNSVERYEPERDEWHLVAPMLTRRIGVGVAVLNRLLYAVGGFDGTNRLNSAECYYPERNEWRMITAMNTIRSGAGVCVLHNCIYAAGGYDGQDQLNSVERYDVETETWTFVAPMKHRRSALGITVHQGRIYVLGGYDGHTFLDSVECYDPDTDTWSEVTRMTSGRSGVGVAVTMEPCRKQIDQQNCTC
# PKA-R2B act – PKA-R2B complex activation; hit rate 0.079% among 340,000; PKA-R2B holoenzyme dissociation, Cy5-IP20 fluorescence polarization; R2B truncated from residue 108, S112A mutant; 0% DMSO only, 100% 113 µM cGMP; activation, % at 11.4 µM;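 active = activation above a cutoff set at the mean over all compounds plus 3 SD, cut at about 18% in these data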;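 note: higher means more holoenzyme dissociation and a rise in polarization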
# The depositor's hits bear a star; nt = not tested or not shown.
SMILES,CAL PDZ FP-1,LANA DNA inh,CAL PDZ FP-2,DAGLB inhibitor,Rtt109 HAT inh,cardiac RTF act,SR-BI DiI-HDL act,RTF Ca sens inh,Keap1-Nrf2 PPI,PKA-R2B act
COC(=O)CSc1nc2cc3c(cc2cc1C)OCO3,0.4,-4.5,-3,-3,0,3,-26,-1,-2,-9
COc1ccc(-n2nc3c(c2NC(=O)c2c(-c4ccccc4Cl)noc2C)CS(=O)(=O)C3)cc1,nt,-0.6,-1,-1,9,3,5,-5,3,2
O=S(=O)(NCc1ccccn1)c1ccc2ccccc2c1,-1.7,-0.8,1,0,4,-1,-12,-11,0,0
Cc1cccn2c(=O)c(/C=C(\C#N)C(=O)NC3CCS(=O)(=O)C3)c(Oc3ccc(F)cc3)nc12 (stereo unspecified),-1.9,0.2,-2,-1,2,-8,14,-15,-5,-13
CCCCN(CCCC)c1nc(OC)nc(-n2nnc(C(C)=O)c2C)n1,-1.5,-1.1,-5,-22,11,1,-49,4,-2,-9
CCc1nnc(NC(=O)c2ccc(S(=O)(=O)N3CCCCC3)cc2)s1,-3.1,1.7,-3,-2,7,-5,nt,5,0,3
Cc1ccc(-n2c(SCC(=O)Nc3ccc(C(=O)O)cc3)nnc2-c2ccncc2)cc1,-0.8,0.5,6,0,-19,0,19,1,4,-6
Cc1c(Cl)cccc1NC(CC(=O)c1ccccc1)C(=O)OCC(=O)c1cccs1 (stereo unspecified),-0.9,3.1,-2,-3,-3,-1,-31,-2,3,15
COc1ccc(-c2ccnc3c(Br)c(C)nn23)cc1,-1.5,-0.6,-9,-1,-4,5,-9,-7,1,7
N=c1n(CCc2ccccc2)c2ccccc2n1Cc1ccccc1F,-3.0,0.0,0,-1,19,4,10,1,-1,3
COc1ccc(NC(=O)C(CCS(C)(=O)=O)NC(C)=O)cc1 (stereo unspecified),0.5,0.5,-3,-1,3,-5,-5,-7,-6,11
O=C(O)CC1S/C(=N/N=C/c2ccc([N+](=O)[O-])cc2)N(c2ccc(O)cc2)C1=O (stereo unspecified),-1.9,-0.6,-2,1,-2,0,-13,-7,-3,-2
CCCOc1ccc(N2CC(C(=O)NCCc3ccc(OC)c(OC)c3)CC2=O)cc1 (stereo unspecified),0.2,-0.5,-3,-1,-6,0,-54,-3,-7,-8
CCOC(=O)N1CCC(NC(=S)Nc2ccc3nc(N4CCN(CC)CC4)cc(C)c3c2)CC1,-1.9,-1.1,-3,5,nt,1,nt,-13,-5,-7
Cc1cccc([C@@H]2[C@@H]3C(=O)N(Cc4ccccc4)C(=O)[C@@H]3[C@]3(Cc4ccc(Cl)cc4)C(=O)N(c4cccc(Br)c4)C(=O)N23)c1,-0.4,-0.9,1,-5,-6,6,31,9,-5,3
CCC(=O)c1ccc(OC(C)C(=O)NC2(C#N)CCCCC2)cc1 (stereo unspecified),-1.0,-0.7,1,2,-9,2,-16,8,1,1
Cc1cc2nccc(-c3cccnc3)n2n1,-2.1,0.2,-1,-1,-10,-4,6,9,-3,-11
Cc1ccc(NC(=O)COc2ccccc2)c(NC(=O)c2ccccc2C)c1,-0.7,0.6,-1,-1,-9,4,-1,-11,2,2
CCN(CC)C(C(=O)Nc1ccc(C(C)C)cc1)c1ccc2c(c1)OCO2 (stereo unspecified),-0.9,0.6,0,-10,-22,3,16,-9,-5,-4
CCOC(=O)c1sc2nc(CC(=O)OC)nc(N(C)CCc3ccccn3)c2c1C,-0.6,-0.5,4,nt,-3,nt,-13,nt,-3,nt

# The list goes on, overlapping the part above by 2 compounds.
SMILES,CAL PDZ FP-1,LANA DNA inh,CAL PDZ FP-2,DAGLB inhibitor,Rtt109 HAT inh,cardiac RTF act,SR-BI DiI-HDL act,RTF Ca sens inh,Keap1-Nrf2 PPI,PKA-R2B act
CCN(CC)C(C(=O)Nc1ccc(C(C)C)cc1)c1ccc2c(c1)OCO2 (stereo unspecified),-0.9,0.6,0,-10,-22,3,16,-9,-5,-4
CCOC(=O)c1sc2nc(CC(=O)OC)nc(N(C)CCc3ccccn3)c2c1C,-0.6,-0.5,4,nt,-3,nt,-13,nt,-3,nt
Cc1ccc(S(=O)(=O)N2CCC(C)CC2)cc1[N+](=O)[O-],-0.8,-0.5,-1,1,nt,0,4,4,-2,-15
CC(=O)c1ccc(N2CCN(S(=O)(=O)c3c(C)[nH]c(=O)[nH]c3=O)CC2)cc1,0.3,2.0,4,1,11,-9,23,-9,-2,-5
COC(=O)Nc1ccccc1C(=O)N1CCN(c2ccc(C)cc2)CC1,-0.1,0.8,-4,-4,4,-3,-1,-3,-3,-4
Cn1nc(-c2ccccc2)c(CSc2cccc(Cl)c2)c1Cl,-10,1.6,-5,-12,14,5,-40,1,2,5
Cn1c(Cn2nnc3ccccc32)nnc1SCC(N)=O,0.5,0.0,5,1,14,0,-5,-2,2,-3
Cc1nc(N)ncc1Sc1ccccc1,0.0,0.8,-7,-1,-3,4,-10,-3,1,4
Nc1ncnc2c1ncn2[C@@H]1O[C@H](CNC(=O)[C@@H](N)Cc2ccccc2)[C@@H](O)[C@H]1O,1.7,5.4,-1,2,-5,-1,10,-6,-1,-4
CC(C)(C)c1cccc(OCCCSc2ncccn2)c1,-0.8,1.0,-4,-9,8,8,16,-7,-5,-3
O=C(CSc1nccc(=O)[nH]1)N1c2ccccc2CCc2ccccc21,-2.9,-0.8,0,0,nt,-2,-10,-4,-6,-3
Cc1ccc(CNC(=O)C2CC(c3ccc([N+](=O)[O-])cc3)=NO2)cc1 (stereo unspecified),0.7,3.3,-1,-1,-2,0,23,-5,-2,-7
O=C1/C(=C/c2c[nH]c3ccccc23)CCC/C1=C\c1c[nH]c2ccccc12,-0.3,-0.3,nt,-4,-4,26,-89,-49,-3,-6
CC(=O)c1cc2c(cc1NS(=O)(=O)c1ccc(C)cc1)OCCO2,-0.9,-0.7,nt,-4,-2,-8,0,5,-2,-1
O=C(C1CCCN1S(=O)(=O)c1cccc2nsnc12)N1CCN(c2ccc(F)cc2)CC1 (stereo unspecified),-1.1,3.0,4,1,0,0,6,0,-6,-2
Cc1ccc(C(=S)N2CCCCCC2)cc1,2.5,-0.5,-2,-10,-4,-3,-2,4,-1,-1
Cc1ccc(OCCCCn2ccnc2C)c(C)c1,7.3,4.8,79*,-3,4,0,27,-1,1,-6
CC1Cc2cc(/C(O)=C3\C(=O)C(=O)N(CCN4CCOCC4)C3c3ccccc3F)ccc2O1 (stereo unspecified),-2.4,2.0,6,-8,20,-2,nt,9,-3,-10
CCCCN(C(=O)c1cc(S(=O)(=O)N2CCCCCC2)ccc1OC)c1ccccc1,-1.5,-0.6,0,-5,11,-11,17,-24,-3,-6
CN(C(=O)c1cccc(NC(=O)Cc2ccc(NC(=O)C3CCCN(C(=O)C4CCCCC4)C3)cc2)c1)C1CCC1 (stereo unspecified),0.1,-0.1,-8,-2,0,4,-64,-4,-1,9
CCN1CCN(S(=O)(=O)c2ccc(Cl)c(C(=O)N(C)Cc3ccccc3)c2)CC1,0.3,-1.4,-1,-4,-1,-3,-12,0,-3,0
CN(C(=O)COC(=O)c1ccc(Cl)c(S(=O)(=O)NCc2ccccc2)c1)C1CCS(=O)(=O)C1 (stereo unspecified),-1.4,0.8,nt,0,0,0,15,3,-6,-2
CSCCNC(=O)c1cccc(Cl)c1,-2.2,1.5,-4,1,-6,-4,22,-3,-1,-6
Cc1ccccc1C(=O)NC(C)C(c1cccs1)N1CCOCC1 (stereo unspecified),-1.7,0.2,-3,1,-6,5,-6,-5,-6,10
CCN1CCN(CCC(=O)Nc2cccc(C)c2)CC1,0.0,-0.7,nt,-2,1,0,-3,-5,-2,-9
CCOc1ccc2nnnn2n1,-1.2,0.6,-1,1,1,9,nt,-1,-3,-1
Cc1cc(C)cc(NC(=S)N2CCN(S(C)(=O)=O)CC2)c1,-1.1,-0.4,-2,-2,-3,-2,nt,10,-1,-2
O=C(Cc1ccccc1)NC(=S)Nc1ccc2oc(-c3ccccc3F)nc2c1,0.3,0.5,-4,-3,-2,9,-26,-7,-1,-4
CN(Cc1ccccc1)C(=O)c1nc[nH]c1C(=O)N1CCc2ccccc2C1,0.0,0.3,-1,-4,1,1,33,-2,-6,1
C[C@H](CO)N1C[C@H](C)[C@@H](CN(C)S(C)(=O)=O)Oc2c(NC(=O)c3ccncc3)cccc2C1=O,-0.7,-0.6,-2,2,3,0,0,-9,4,-12
COc1cccc(Nc2nc(CC(C)=O)ns2)c1,1.2,0.4,-7,0,-2,0,6,-4,-2,-5
COc1cccc(CNC(=O)Cc2nc3nc(C)cc(C)n3n2)c1,-0.5,-1.0,-1,-2,-10,6,34,3,-4,-1
COc1ccc(/C=N/NC(=O)c2cc3c(ccc4ccccc43)o2)c(OC)c1,-1.2,-0.1,-1,0,-24,-7,-82,1,-10,-16
COc1nccnc1NS(=O)(=O)c1ccc(NC(=S)NC(=O)/C=C/c2ccccc2)cc1,-1.7,0.8,-3,4,3,-6,7,11,-2,-6
Cc1ccc(C(=O)NNC2=NC(C)(C)Cc3ccccc32)cc1,-0.2,-0.6,nt,-2,0,4,9,2,-1,-4
COc1ccccc1N(CC(=O)NCc1ccc(F)cc1)C(=O)CCC(=O)Nc1nccs1,-1.7,-0.9,-1,-2,34,-7,nt,-3,0,-5
COc1cccc(CN2CC(C(=O)N(C)CCc3ccccc3)CCC2=O)c1 (stereo unspecified),-0.6,1.0,nt,1,-18,-3,19,-4,-4,-4
COc1ccc(-c2nnc(SCC(=O)NC(=O)NCc3ccccc3)o2)cc1,0.9,0.1,2,0,-5,1,16,5,-5,-1
CCCn1c2c(c(O)c(C(=O)Nc3ccc(OCC)cc3)c1=O)CCCC2,-0.5,-0.6,0,2,20,-3,-3,-17,-6,-1
COc1cccc(SCc2noc(C(=O)NCCCN3CCOCC3)c2C(=O)NCCCN2CCOCC2)c1,0.5,0.8,-3,-1,-2,3,-4,-2,-3,-1
N#Cc1c(C#N)c(O)c2ccccc2c1O,1.4,5.4,3,0,-4,-5,-43,0,0,-3
CC(=O)c1cccc(CN2CCCC(CCC(=O)NCc3ccc(C)o3)C2)c1 (stereo unspecified),0.5,-1.2,-4,2,6,9,10,4,-2,-7
Cc1noc(C)c1C(c1ccccc1)S(=O)(=O)c1ccccc1 (stereo unspecified),-0.8,0.9,-3,2,-6,1,-6,-15,1,7
Cc1ccc(-c2nnc(SCC(=O)N/N=C/c3cccs3)n2-c2ccc(C)cc2)cc1,-0.9,-0.5,-4,3,18,-1,-33,-6,0,-2
Cc1cc(/C=C2\NC(=O)NC2=O)c(C)n1-c1ccc(N2CCOCC2)cc1,0.4,0.9,nt,4,-1,1,-6,-3,4,-8

# Assay outcomes: PubChem, several laboratories
